Compound activity as filed in PubChem BioAssay.
GRIN3A LBD mod: modulates the human NR3A ligand-binding domain. NR3A LBD differential scanning fluorimetry, Tm shift; 0% = protein alone, 100% = glycine-bound protein. Tm shift relative to glycine control, % at 25 µM. 340,000 compounds, 2.5% hits. AID 1259313;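 active = melting temperature shift of at least 10% of the positive control shift, at one fixed dose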
Starred values were filed as active, the others as inactive. A portion of the library; rates above refer to the full screens.

SMILES	GRIN3A LBD mod
Cn1ncc([N+](=O)[O-])c1C(=O)n1nnc2ccccc21	0
CCOc1ccc(NC(=O)CN(C)C(=O)c2cccc(S(=O)(=O)N3CCN(C)CC3)c2)cc1OCC	0
O=C(CN1CCN(S(=O)(=O)c2cc(Br)ccc2Br)CC1)NCc1ccccc1Cl	-1
NC1=NN(c2ccccc2)C(=O)C1	-1
CC(=O)N(Cc1ccccc1)C1CC(=O)N(Cc2ccccc2)C1=O (stereo not drawn)	3
N#Cc1ccc(N)cc1OCCCN1CCCCC1	-3
Cc1ccc(-n2nc(-c3ccco3)cc2C(=O)O)c(C)c1	-1
O=C(c1ccc([N+](=O)[O-])cc1)n1nc(-c2ccccc2)nc1NCc1ccc(F)cc1	1
CC(=O)C1CCC2C3CC(C)C4(O)CC(=O)CCC4(C)C3C(O)CC12C (stereo not drawn)	0
CCCCN1C[C@H](CO)Oc2cccc(F)c2S1(=O)=O	-2
CN(C(=O)c1cccc(NC(=O)Cc2ccc(NC(=O)C3CCN(S(=O)(=O)c4cccc([N+](=O)[O-])c4)CC3)cc2)c1)C1CCC1	-6
O=c1ccn([C@@H]2O[C@H](CNCC3=Cc4cc(O)ccc4OC3)[C@@H](O)[C@H]2O)c(=O)[nH]1	2
O=C(CN1CCCCC1)Nc1nc(-c2ccc(Cl)cc2)cs1	0
CN(C(=O)c1cccc(NC(=O)Cc2cccc(NC(=O)C3CCCN(C(=O)C4CC4)C3)c2)c1)C1CC1 (stereo not drawn)	-4
CCCCN(C(C)=O)c1ccc2c(c1)C1CC2CCN1C(=O)OCc1ccccc1 (stereo not drawn)	-4
COc1ccccc1CNC(=O)c1cc(S(=O)(=O)N2CCN(c3ccccc3)CC2)ccc1Cl	1
Cc1c(C(=O)N2CCc3ccccc32)oc2ccccc12	14*
O=C(NCCCCCCCN1CCCCCCC1)C(C1CCCCC1)C1CCCCC1	-6
CN(C(=O)c1cccc(NC(=O)Cc2cccc(NC(=O)C3CCN(C(=O)C4CCC4)CC3)c2)c1)C1CC1	0
COc1cccc(C2c3cc4c(cc3OC(C)(N3CCCC3)C2C)OCO4)c1O (stereo not drawn)	-1

Some of these compounds in order of heavy-atom count, ascending:
SMILES	GRIN3A LBD mod
O=C(CN1CCN(S(=O)(=O)c2cc(Br)ccc2Br)CC1)NCc1ccccc1Cl	-1
COc1ccccc1CNC(=O)c1cc(S(=O)(=O)N2CCN(c3ccccc3)CC2)ccc1Cl	1
CCOc1ccc(NC(=O)CN(C)C(=O)c2cccc(S(=O)(=O)N3CCN(C)CC3)c2)cc1OCC	0

Next part.
SMILES	GRIN3A LBD mod
COCCN(CCOC)S(=O)(=O)c1ccc(C(=O)Nc2nc3c(s2)CCc2ccccc2-3)cc1	-8
O=C(N/N=C/C=C\c1ccccc1[N+](=O)[O-])c1cc(-c2ccc3ccccc3c2)n[nH]1	18*
O=C(NC1CCCCCCC1O)c1ccccc1 (stereo not drawn)	-3
Cc1ccc(S(=O)(=O)c2c(C)nn(-c3ccccc3)c2OC(=O)c2ccc(Br)o2)cc1	3
COC(Cn1c2c(c3cc(C)ccc31)CCCC2NCc1ccccc1)OC (stereo not drawn)	0
COc1ccc(C(=O)NC2CCN(C(=S)Nc3cccc(C)c3C)CC2)cc1	1
COc1ccc(NC(=O)/C(=C/c2cccnc2)NC(=O)c2cccs2)cc1	-2
COC(=O)c1cc(C(=O)OC)cc(N2C(=O)CC(N3CCN(c4ccccc4)CC3)C2=O)c1 (stereo not drawn)	1
O=C(NC1CC1)c1cccc(NC(=O)C2CCCC2)c1	1
Cc1ccc(C)n1-c1ccc(-c2ccnc(N)n2)cc1	-2
CN(C)CC1CC/C(=C\c2ccc(O)cc2)C1=O (stereo not drawn)	2
N#CCOc1ccccc1CNC[C@H]1O[C@@H](n2cnc(C(N)=O)n2)[C@H](O)[C@@H]1O	3
Clc1ccc(C=NN2CCCCCC2)cc1Cl	-1
Cc1ccc(C)c(N2C(=N)S/C(=C\c3ccc(-c4ccccc4C(=O)O)o3)C2=O)c1	5
COc1cc(C(=O)OCc2csc(CC(=O)Nc3cc(C)ccc3C)n2)ccc1OC(F)F	0
Cc1nn(C)c(=S)[nH]c1=S	-1
CCCc1nnn(S(=O)(=O)c2ccc([N+](=O)[O-])cc2)c1CCC	-3
CC(Sc1ncnc2sccc12)C(=O)Nc1ccc(S(=O)(=O)N2CCOCC2)cc1 (stereo not drawn)	-4
COc1ccc(N(/N=C2\Sc3ccccc3C2=O)C(C)=O)cc1	1
CN(C)CCN1C(=O)CCC2(C)C1=CCC1C2CCC2(C)C1CCC2(C)O (stereo not drawn)	2
Cc1nc(N2CCN(C(c3ccccc3)c3ccccc3)CC2)[nH]c(=O)c1C	-1
Cc1ccc2c(c1)N(CC(=O)Nc1ccccc1F)C(=O)C(C)O2 (stereo not drawn)	-1
CC(Sc1nnc(CN2CCCC2)n1Cc1ccccc1)C(=O)Nc1ccc(F)cc1Cl (stereo not drawn)	-4
CC(C)(C)CC(C)(C)SSc1n[nH]c(=S)s1	0
Nc1nc(N)c(Br)c(Nc2ccc(Cl)c(Cl)c2)n1	1
Nc1c(C2CCCCC2)c(=O)on1C(=O)c1ccccc1	0
C=C1C(=O)C23C(O)C1CCC2C12CCCC(C)(COC(C)=O)C1C(O)C3(O)OC2 (stereo not drawn)	0
CC(=O)Nc1cc2oc3ccccc3c2cc1[N+](=O)[O-]	0
O=C1NCN(C2CCCCC2)CN1	-1
NC(N)=N/N=C(\N=Nc1ccccc1)c1cccc2cccnc12	-4
COc1ccc(N=Nc2nc3cc(Br)c(Br)cc3n2C)c(OC)c1	-11
Nc1cc2c(cc1Br)-c1ccc(F)cc1C2O (stereo not drawn)	18*
O=C(c1ccc(-c2ccccc2)cc1)N1CCN(Cc2ccccn2)CC1	-1
CC(=O)c1ccc(NC(=O)CSc2nc3[nH]c(=O)cc(O)c3s2)cc1	1
O=C(O)c1ccc(-c2nc(-c3ccc(Cl)cc3)cs2)cc1	-6
C[C@@](Cc1ccc(O)c(O)c1)(NN)C(=O)O	-2
CC(=O)N1c2ccc(Cl)cc2C2C=CCC2C1c1cccc2ccccc12 (stereo not drawn)	-30
C[C@H]1CN[C@H](CCO)/C1=C\c1ccccc1	-3
CC(=O)OC1CCC2C3CCC4=C(CC(F)C(=O)C4)C3CCC12C (stereo not drawn)	-7
O=C(COC(=O)C1(c2ccccc2F)CCCC1)Nc1ncc(C(F)(F)F)cc1Cl	0
COc1ccccc1C=NNC(=O)C(=O)NN=Cc1ccccc1OC	1
CN(C)CC1(C)Cc2ccsc2C1O (stereo not drawn)	1
COc1ccc(C=CC(=O)C=CC=Cc2ccccc2)cc1	-1
NS(=O)(=O)c1cccc(NC(=O)COC(=O)Cc2ccc(S(=O)(=O)N3CCOCC3)s2)c1	-3
CCOc1ccc(C(=O)NCC(=O)OCC(=O)N(C)CC(=O)Nc2ccccc2CC)cc1OCC	-1
Cc1sc2ncnc(N3CCC(C(=O)Nc4cc(C(F)(F)F)ccc4OCC(F)(F)F)CC3)c2c1C	-1
O=C(CN1C(=O)/C(=C2\SC(=S)N(CCS(=O)(=O)O)C2=O)c2ccccc21)Nc1cccc(Br)c1	12*
CCOC(=O)C1(C(=O)OCC)NC(=O)CC1CC (stereo not drawn)	0
CN(C)c1nc(N)c(C#N)c(C#N)c1C#N	-2
C=CC[C@H]1C=C[C@@H](C(C(=O)OC)C(=O)OC)CN1C(C)=O	0

Some of the entries above, set out differently.
| canonical_smiles | GRIN3A LBD mod |
| --- | --- |
| CN(C)c1nc(N)c(C#N)c(C#N)c1C#N | -2 |
| C=CC[C@H]1C=C[C@@H](C(C(=O)OC)C(=O)OC)CN1C(C)=O | 0 |
| NS(=O)(=O)c1cccc(NC(=O)COC(=O)Cc2ccc(S(=O)(=O)N3CCOCC3)s2)c1 | -3 |
| CCOC(=O)C1(C(=O)OCC)NC(=O)CC1CC (stereo not drawn) | 0 |
| O=C(CN1C(=O)/C(=C2\SC(=S)N(CCS(=O)(=O)O)C2=O)c2ccccc21)Nc1cccc(Br)c1 | 12* |

(further entries)
SMILES	GRIN3A LBD mod
OC(CCCC(O)c1ccccc1)c1ccccc1 (stereo not drawn)	2
Cc1ccccc1N=Nc1c(C)[nH]n(-c2ccccc2)c1=O	1
O=[N+]([O-])c1ccc2c(c1)c(-c1ccccc1)nc1nncn12	-1
CC1CN(S(=O)(=O)c2ccccc2)C(C)CN1S(=O)(=O)c1ccccc1 (stereo not drawn)	0
COc1cccc(C2c3cc4c(cc3OC(N3CCOCC3)C2C)OCO4)c1O (stereo not drawn)	1
CC(C)Cc1nnc(N)s1	0
O=c1ccc(-c2ccccc2)nn1Cc1ccccc1	-2
S=P(c1ccc(N2CCOCC2)cc1N1CCOCC1)(N1CCOCC1)N1CCOCC1	-2
COc1cc(OC)nc(-n2ncc(Br)c(Br)c2=O)n1	1
NC(=S)c1cc2ccc(O)cc2oc1=O	2
O=C1OC(c2ccccc2)(c2cc(Br)ccc2O)c2ccccc21 (stereo not drawn)	3
CC(C)C(Cl)=NOC(=O)Nc1ccc(F)cc1	0
CC(=O)N1CCc2ccc([N+](=O)[O-])cc21	-2
COc1c2c(c(OC)c3c1c(=O)c1ccccc1n3C)OCO2	0
Cc1ccc2c(CSc3nc4ccccc4c(=O)n3CCCO)cc(=O)oc2c1	-6
COc1ccccc1C(O)(c1ccccc1)c1ccccc1OC	0
CC1(C)C(=O)C=CC(=O)C(C)(C)C(=O)C=CC(=O)C(C)(C)C2=CC=C(O2)C(C)(C)C(=O)C=CC1=O	2
CN1C[C@@H]2[C@@H]3C(=O)N(C)C(=O)[C@@H]3[C@](C)(C1=O)N2C(=O)c1ccc(C(F)(F)F)cc1	4
COCC(=O)OC1CCn2c1nc1c2C(=O)C(C)=C(NC(C)=O)C1=O (stereo not drawn)	1
CCOc1cc(/C=N/NC(=O)c2ccc(-c3csc(Nc4ccc(C)cc4)n3)cc2)ccc1OCC(=O)O	2

Part of the list above, field by field:
molecule: CC1(C)C(=O)C=CC(=O)C(C)(C)C(=O)C=CC(=O)C(C)(C)C2=CC=C(O2)C(C)(C)C(=O)C=CC1=O
  GRIN3A LBD mod: 2

molecule: CN1C[C@@H]2[C@@H]3C(=O)N(C)C(=O)[C@@H]3[C@](C)(C1=O)N2C(=O)c1ccc(C(F)(F)F)cc1
  GRIN3A LBD mod: 4

molecule: COCC(=O)OC1CCn2c1nc1c2C(=O)C(C)=C(NC(C)=O)C1=O (stereo not drawn)
  GRIN3A LBD mod: 1

More entries
SMILES	GRIN3A LBD mod
N/C(=N\OC(=O)COc1ccc(Cl)cc1Br)c1ccncc1	5
CCCCCCCCNCCS(=O)(=O)NCCCCCCCC	-1
COc1cc(/C=C/C(=O)Nc2ccc(S(=O)(=O)Nc3ncccn3)cc2)ccc1OCC#N	-13
O=C(O)CN(CC(=O)O)CC(=O)O	1
CN1CCOC1c1ccc(C2OCCN2C)cc1 (stereo not drawn)	1
Cc1cc(NC(=O)CSCC(=O)Nc2cc(C(F)(F)F)ccc2N2CCCCC2)no1	2
C/C(CCC(C)C)=N\NC(=O)COc1ccccc1-c1ccccc1	3
CC(=O)Nc1nnc(CCS(=O)(=O)c2ccc(Cl)cc2)s1	-4
CSc1nnc(N2C(=O)C(O)=C(C(=O)c3ccco3)C2c2ccc(F)cc2)s1 (stereo not drawn)	-1
O=C1NC(c2cccc3ccccc23)Nc2ccccc21 (stereo not drawn)	4
O=C(C1CC1)N1CCc2cc(Br)c(S(=O)(=O)N3CCCCCC3)cc21	-1
F[B-](F)(F)c1cc2ccccc2s1	-3
CC(O)(c1cccs1)C(C(=O)O)c1ccccc1 (stereo not drawn)	-1
CCCCc1cc2c(c(NC(=O)CC)n1)c(=O)oc1ccccc12	1
CC(C)CN(C(=O)COC(=O)CNC(=O)c1ccccc1F)c1c(N)n(Cc2ccccc2)c(=O)[nH]c1=O	1
COc1ccc(/C=C2\SC(=S)N(CC(=O)OCC(=O)Nc3ccc([N+](=O)[O-])cc3OC)C2=O)cc1	-3
CCn1c(=O)cc(N2CCOCC2)[nH]c1=O	-1
CC1(C)Oc2c(ccc(O)c2CN2CCOCC2)C2=C1CCCC2	-3
CN(C(=O)c1cccc(NC(=O)Cc2ccc(NC(=O)C3CCCN(C(=O)C4CCCC4)C3)cc2)c1)C1CCCCC1 (stereo not drawn)	-3
O=C1ON=C(c2ccccc2)/C1=C/c1cccnc1	0
C=CCCC(=O)N1C[C@H]2CON(C)[C@H]2C[C@H]1c1cccc(Nc2ccccc2)c1	-1
CCOC(=O)c1c(C)c(C(=O)NC2CCCCCC2)c(C)n1C	0
CCCN1C/C(=C/c2cccc([N+](=O)[O-])c2)C(=O)/C(=C/c2cccc([N+](=O)[O-])c2)C1	-8
c1ccc(COc2ncnc3c2ncn3CCCNCCN2CCOCC2)cc1	1
CCOc1ccccc1NC1=C(OC)C(=O)C(Nc2ccccc2OCC)=C(OC)C1=O	1
O=C(C=Cc1ccc2c(c1)OCO2)OCC=Cc1ccc2c(c1)OCO2	0
CC(C)C[C@H]1CNC(=O)C(=O)N1CC1CCN(CCC(C)(C)C)CC1	1
C/C(CCc1ccc2c(c1)OCO2)=N\N=C1\NC(=O)CC(C(=O)Nc2ccc(C(=O)O)cc2)S1 (stereo not drawn)	0
CC1CCCCC1NC(=O)COC(=O)c1c2c(nc3ccccc13)/C(=C\c1ccco1)CC2 (stereo not drawn)	0
O=C(O)c1ccc(-c2nc(-c3cccc(C(F)(F)F)c3)cs2)cc1	4

Reformatted in CSV form: three of the compounds above.
mol,GRIN3A LBD mod
CC(C)C[C@H]1CNC(=O)C(=O)N1CC1CCN(CCC(C)(C)C)CC1,1
C/C(CCc1ccc2c(c1)OCO2)=N\N=C1\NC(=O)CC(C(=O)Nc2ccc(C(=O)O)cc2)S1 (stereo not drawn),0
CC1CCCCC1NC(=O)COC(=O)c1c2c(nc3ccccc13)/C(=C\c1ccco1)CC2 (stereo not drawn),0

The results go on:
SMILES	GRIN3A LBD mod
COc1ccc(NC(=O)/C(Cl)=C(/Cl)S(=O)(=O)Cc2ccc(C)cc2)cn1	-2
O=C(CSc1ccsc1[N+](=O)[O-])Nc1cccc(F)c1	20*
CC1=C/C(=N\OS(=O)(=O)c2ccccc2)C(C(C)C)=CC1=O	1
CCOC(=O)C1=C(O)c2ccccc2C(=O)/C1=C\c1ccc(C)cc1	-7
COc1ccc(N=C2C=CC(=O)O2)cc1	3
O=C(Nc1ccc2c(c1)OCO2)c1cc2nc(C3CC3)cc(C(F)(F)F)n2n1	-1
CCSC1OC(C(COC(C)=O)OC(C)=O)C(OC(C)=O)C1NC(C)=S (stereo not drawn)	0
CS(=O)(=O)/C(C#N)=C/c1cccn1S(=O)(=O)c1ccccc1	1
